# Neddylation inh: inhibitors of cullin neddylation, primary screen, biochemical, TR-FRET, uHTS, NAE and Ubc12; NEDD8-conjugating enzyme Ubc12 (Homo sapiens) + NEDD8-activating enzyme E1 regulatory …; hit rate 0.58% among 360,000; AID 651699, 2012; calls only at 25 µM; in the data active means inhibition above about 36%
# Rin1-Abl PPI inh: inhibitors of Rin1-Abl protein binding, primary screen, biochemical, TR-FRET; Tyrosine-protein kinase ABL1 (Homo sapiens) + Ras and Rab interactor 1 (Homo sapiens), …; inhibition, % at 7.35 µM; hit rate 0.4% among 360,000; in the data active means inhibition above about 5%, passing the limit was not always enough
# PABP1 MLLE inh: inhibitors of PABP1 MLLE–PAM2 peptide binding, primary screen, biochemical, fluorescence polarization, FITC-PAM2, GST-MLLE; hit rate 0.36% among 360,000; Polyadenylate-binding protein 1 (Homo sapiens), P11940; inhibition, % at 20 µM; AID 588489, 2011; in the data active means inhibition above about 35%, passing the limit was not always enough;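 further: plate controls were DMSO wells with GST-MLLE for no effect and wells lacking GST-MLLE protein for full effect; some results filed as inactive read as strong as hits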
# MT1-MMP act inh: blockers of MT1-MMP proenzyme processing, primary screen, HT1080 RFP-PRO-GFP cells, GFP/RFP fluorescence; GFP/RFP ratio fluorescence, overnight; percent of plate control window, DMSO zero; AID 651647, 2012; hit rate 0.061% among 360,000; GFP/RFP ratio change, % at 20 µM;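 active means GFP/RFP ratio change of at least 30% with cell ATP level not reduced by more than half and red fluorescence within 50% of control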; further: strong numbers were not always called active
#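 Assay system: HT1080 cells carrying an RFP-PRO-GFP reporter | Dosing: Single dose of 20 µM compound, 1% DMSO final | Incubation: Cells overnight before dosing, compound overnight, 37 °C, 5% CO2 | Evaluation: GFP/RFP fluorescence ratio | Control set: DMSO and RFP-L50D-GFP cell wells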
# NadD block: inhibitors of S. aureus NadD, primary screen, biochemical, colorimetric, uHTS; Nicotinate-nucleotide adenylyltransferase NadD (Staphylococcus aureus N315); purified NadD enzyme, colorimetric absorbance read-out; inhibition, % at 20 µM; hit rate 0.78% among 360,000; AID 602399, 2012; in the data active means inhibition above about 26%; further: some compounds past the cut are filed as inactive
# FAS TE block: FAS thioesterase domain inhibitors, primary screen, biochemical, fluorescence intensity, uHTS; Fatty acid synthase (Homo sapiens), P49327; recombinant FAS-TE, OMFH fluorogenic substrate, fluorescence endpoint; inhibition, % at 15 µM; hit rate 0.67% among 360,000;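 active means compounds whose normalised, plate-corrected inhibition of enzyme fluorescence in the single-dose primary screen is 50% or more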;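 further: 0% = DMSO with enzyme and 100% = substrate without enzyme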
# CSN inh: inhibitors of CSN-mediated cullin deneddylation, primary screen, biochemical, fluorescence polarization, uHTS | Purified CSN, SCF-Nedd8-OG deneddylation | inhibition, % at 12.5 µM | hit rate 0.38% among 360,000 | AID 651999, 2013;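 active means pattern-corrected inhibition above about 35%, with an unprinted fluorescence ratio check between 0.5 and 1.5, limit read from the data, passing the limit was not always enough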;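 further: 0% = enzyme with substrate and 100% = substrate without enzyme; some results filed as inactive read as strong as hits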
#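 Assay system: Purified human Csn5 enzyme expressed in HEK293T cells | Amount: Enzyme 0.24 nM | Measured by: Fluorescence polarization readout | Medium: Tris/NaCl/DTT buffer, pH 7.5 | Compound dosing: One concentration, 12.5 µM, 0.25% DMSO | Times: 90 min incubation of compound, enzyme and substrate at room temperature | Control set: no-enzyme wells high, enzyme-with-substrate wells low | Read-out: % inhibition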
# SKN-1 inh: suppressors of acrylamide-induced Pgst-4::GFP reporter in worms, primary screen, SKN-1 inhibitor project, whole organism, uHTS, GFP/RFP fluorescence ratio, strain VP596; inhibition, % at 21.8 µM; AID 624304, 2012; C. elegans VP596 Pgst-4::GFP/RFP ratio, 24 h; hit rate 0.49% among 360,000;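 active means interference check ratio from 0.5 to 1.5 plus GFP to RFP signal ratio inhibition reaching or exceeding a fixed threshold, cut at about 30% in these data, passing the limit was not always enough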; further: some compounds called inactive have numbers as strong as hits
# Rpn11 block: Rpn11 (PSMD14) deubiquitinase inhibitors, primary screen, biochemical, fluorescence polarization, uHTS | 26S proteasome non-ATPase regulatory subunit 14 (Homo sapiens), O00487 | calls only at 20 µM | human 26S proteasome, Ub4-pepOG fluorescence polarization; 20S core pre-blocked with epoxomicin | hit rate 0.59% among 360,000;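 active means inhibition at 20 µM, scaled to each plate's controls, above about 33%, limit read from the data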
# * marks the source's active call; other numbers are inactive results; i = inactive; + = active, no number.
SMILES,Neddylation inh,Rin1-Abl PPI inh,PABP1 MLLE inh,MT1-MMP act inh,NadD block,FAS TE block,CSN inh,SKN-1 inh,Rpn11 block
O=C(Oc1cc(=O)n2ccccc2n1)c1ccccc1,i,1,4,4,-2,-10,5,7,i
O=C(NNC(=S)Nc1ccccc1Cl)c1ccccc1Cl,i,-2,27,0,1,-3,1,-5,i
O=C1OCc2ccc(NC(=O)C3CCCCC3)cc21,i,2,7,6,-1,1,6,3,i
Cc1ccc(CCc2nnc(SCC(=O)Nc3ccccc3Cl)n2-c2ccccc2)o1,i,3,-35,-10,-2,9,-8,-3,i
C=CCN(c1ccccc1)S(=O)(=O)c1cccc(C(=O)N2CC(C)CC(C)C2)c1 (stereo unspecified),i,2,2,-4,-2,17,4,25,i
CC1C(O)=C(c2nc3ccccc3[nH]2)C(=N)N1c1ccccc1 (stereo unspecified),+,-2,7,5,-4,-4,-9,-19,i
COC(=O)c1[nH]c2cc(OC)ccc2c1NC(=O)CN1CCC(C(N)=O)(N2CCCCC2)CC1,i,1,-34,5,0,-4,-7,-9,i
CC(C)NC(=O)CSc1nc(Cc2ccccc2)nc2ccccc12,i,-3,18,-6,-2,5,-2,-5,i
Cc1[nH]nc(-c2ccc(OCc3cnn(-c4ccccc4)c3)cc2O)c1Oc1ccc(F)cc1,i,0,-3,-3,7,-10,-1,1,i
COc1ccc(CN(C(=O)c2ccc(-c3ccccc3)[nH]2)C(C(=O)NCC2CCCO2)c2ccc(C)o2)cc1 (stereo unspecified),i,5,6,-9,6,18,1,8,i
CC1CCN=C(N)S1 (stereo unspecified),i,-1,-2,2,4,-5,1,-4,i
CC(C)NC(=O)C1CC=CCC1C(=O)O (stereo unspecified),i,0,-3,0,0,-6,-8,5,i
Cc1cccc(N2CCN(C(=O)c3ccc(NS(=O)(=O)c4ccc5[nH]c(=O)[nH]c5c4)cc3)CC2)c1C,i,1,13,-2,21,12,0,2,i
Cc1ccc(S(=O)(=O)NCC(=O)N(CC(=O)NCC2CCCO2)Cc2ccco2)cc1 (stereo unspecified),i,0,4,1,0,-3,1,-10,i
CCN(CC)S(=O)(=O)c1ccc(N/N=C(\C)c2ccncc2)c([N+](=O)[O-])c1,i,2,1,-1,2,30,-4,-12,i
NS(=O)(=O)c1cc2c(cc1Cl)NC(c1ccccc1OCC(=O)O)NS2(=O)=O (stereo unspecified),i,0,-3,3,-5,-5,-2,-4,i
Cc1cc(N2C(=O)C3CC=CCC3C2=O)no1 (stereo unspecified),i,5,-2,-2,4,-7,4,13,i
COc1ccc(-n2nc(C(=O)NCC(=O)N3CCN(Cc4ccc5c(c4)OCO5)CC3)c3ccccc3c2=O)cc1OC,i,-4,23,-2,-5,8,4,-6,i
O=C(COC(=O)C1=COCCO1)Nc1cc(S(=O)(=O)N2CCCCC2)ccc1Cl,i,0,1,3,-6,1,-3,-9,i
Cc1ccc2cccc(OCC(=O)NCCC3=CCCCC3)c2n1,i,-2,7,-5,-4,3,-4,-12,i

# Profiles, quoted from the list. Order of values: Neddylation inh	Rin1-Abl PPI inh	PABP1 MLLE inh	MT1-MMP act inh	NadD block	FAS TE block	CSN inh	SKN-1 inh	Rpn11 block
# Record of Cc1ccc(S(=O)(=O)NCC(=O)N(CC(=O)NCC2CCCO2)Cc2ccco2)cc1 (stereo unspecified) = i	0	4	1	0	-3	1	-10	i
# Record of CC1C(O)=C(c2nc3ccccc3[nH]2)C(=N)N1c1ccccc1 (stereo unspecified) = +	-2	7	5	-4	-4	-9	-19	i
# Record of Cc1cc(N2C(=O)C3CC=CCC3C2=O)no1 (stereo unspecified) = i	5	-2	-2	4	-7	4	13	i
# Record of C=CCN(c1ccccc1)S(=O)(=O)c1cccc(C(=O)N2CC(C)CC(C)C2)c1 (stereo unspecified) = i	2	2	-4	-2	17	4	25	i
# Record of COc1ccc(-n2nc(C(=O)NCC(=O)N3CCN(Cc4ccc5c(c4)OCO5)CC3)c3ccccc3c2=O)cc1OC = i	-4	23	-2	-5	8	4	-6	i

# (list continues)
SMILES,Neddylation inh,Rin1-Abl PPI inh,PABP1 MLLE inh,MT1-MMP act inh,NadD block,FAS TE block,CSN inh,SKN-1 inh,Rpn11 block
O=C(COC(=O)c1ccc(Cl)nc1)NC(=O)c1ccc(OC(F)F)cc1,i,0,12,-1,0,-6,3,5,i
Cc1cc(Cl)cc(Br)c1OCCCNCC(C)O (stereo unspecified),i,2,7,-4,3,-4,1,7,i
CCOC(=O)Cc1nnc(NC(=O)C(CC)Sc2nc(C)cc(C)n2)s1 (stereo unspecified),i,-2,8,0,2,-4,0,3,i
CCCOc1ccc(N2C(=O)CC(NCc3ccc(S(N)(=O)=O)cc3)C2=O)cc1 (stereo unspecified),i,-2,-4,-2,-2,-3,-4,15,i
Cc1ccc(-c2csc(N/N=C/C=C/c3ccccc3)n2)cc1,i,7,11,-1,15,7,-2,-2,i
COc1ccccc1N1CCN(/N=C/c2cc([N+](=O)[O-])ccc2Cl)CC1,i,2,25,4,1,15,-2,-4,i
CCc1c(C)sc(NC(=O)OC)c1C(=O)N1CCCCC1,i,-2,25,-7,1,-7,-5,27,i
COc1ccc(OCCc2nnc(N)s2)cc1,i,3,-70,-4,-3,-7,-1,6,i
O=C(NCCN1CCOCC1)c1ccc(/C=C2\Sc3ccccc3N(Cc3ccc(F)cc3)C2=O)cc1,i,-1,11,0,-14,13,2,-13,i
CCCCn1c(N)c(N(CC(C)C)C(=O)CSc2ccccc2C)c(=O)[nH]c1=O,i,4,17,3,-6,-2,1,-8,i
CC(OC(=O)CCCCCN=C1NS(=O)(=O)c2ccccc21)C(=O)Nc1cc(Cl)cc(Cl)c1 (stereo unspecified),i,-1,-18,3,-7,22,-3,11,i
CC(C)CN(CCNC(=O)CC1Oc2ccccc2NC1=O)CC(C)C (stereo unspecified),i,-2,2,-4,-4,-5,-6,-10,i
O=C(COC(=O)CNC(=O)C1CCCCC1)Nc1ccccc1OC(F)F,i,1,-5,-2,-5,-1,1,4,i
NNC(=O)c1csc(Cc2c(Cl)sc3ccc(Cl)cc23)n1,i,-3,6,3,11,1,1,-15,i
COc1ccc(NC(=O)c2cc(C3CCCCN3C(=O)CCc3ccccc3)on2)c(C)c1 (stereo unspecified),i,0,13,-7,-7,11,4,10,i
O=c1c2ccccc2nc(/C=C/c2ccc3c(c2)OCO3)n1CCCO,i,-4,-12,2,1,-7,-6,-3,i
COC(=O)c1c(NC(=S)NN2CCN(C)CC2)sc2c1CCC(C)C2 (stereo unspecified),i,4,22,-9,-6,19,4,35*,i
CCc1nc(C)cn1S(=O)(=O)c1cc(C)c(OC)cc1C,i,-1,-1,3,1,-2,-4,-1,i
O=C(NC1CCCc2ccccc21)C1CCN(C(=O)c2sccc2-n2cccc2)CC1 (stereo unspecified),i,2,8,0,-1,3,-1,1,i
CC(=O)NC(=S)Nc1ccccc1C(=O)NC1CCCCC1,i,-1,-4,-1,4,-7,1,1,i
Cc1cccc(N2CCN(C(=O)c3ccc4[nH]c(C)c(C)c4c3)CC2)c1C,i,0,-25,-9,9,11,2,27,i
CCOC(=O)CN1C(=O)C(Sc2n[nH]c(-c3ccc(C)cc3)n2)CCc2ccccc21 (stereo unspecified),i,-6,-11,2,-1,0,-1,12,i
Cc1ccc(NC2c3ncccc3C(=O)N2C2CCCCC2)cc1C (stereo unspecified),i,-1,-9,0,0,-1,4,5,i
COCCNC(=O)C1CCCN(C(=O)c2cc(C)n(C(C)(C)C)n2)CC1 (stereo unspecified),i,3,15,4,0,-5,2,1,i
CCOC(=O)C1=C(CSc2nnnn2C)N(C)C(=O)NC1c1ccccc1 (stereo unspecified),i,-2,-3,1,6,-11,-3,2,i
CCOC(=O)Cc1n[nH]c(=O)c2ccccc12,i,-1,-2,-2,2,-10,-12,4,i
COc1ccc(S(=O)(=O)NC(C)C(=O)NCc2ccccn2)cc1OC (stereo unspecified),i,-3,2,1,2,0,2,17,i
CCOC(=O)C1C(=O)NC(c2ccccc2)=NC1c1ccc(C(C)C)cc1 (stereo unspecified),i,-4,20,-5,1,-12,2,19,i
Cc1oc(-c2cccs2)nc1CN1CC[C@@](O)(c2ccccc2)[C@H]2CCCC[C@@H]21,i,2,3,-1,-3,-3,6,5,i
CC(C)(C)S(=O)(=O)/C(C#N)=N/Nc1ccc(Cl)cc1,i,6,-16,-10,-5,-4,0,4,i
Cc1ccc(S(=O)(=O)N2C[C@H]3C(=O)C[C@@H](c4ccc(Cl)cc4)N(S(=O)(=O)c4ccc(C)cc4)[C@H]3C[C@H]2c2ccc(Cl)cc2)cc1,i,2,21,2,26,8,6,8,i
CCOC(=O)Nc1ccc2c(c1)N(C(=O)CN(C)C)c1ccccc1S2,i,1,-7,-4,-8,-7,-1,14,i
O=C(Nn1c(Cc2cccs2)nc2ccccc2c1=O)c1cccs1,i,-3,14,-6,5,-8,-2,4,i
O=C(CNc1ccccc1OC(F)F)N1CCc2ccccc21,i,4,-12,1,-5,6,-5,10,i
CN1C(=S)SC(C)(C)C1(C)NO (stereo unspecified),i,6,29,-5,-2,-8,1,-11,i

# Rows were taken by chance; overall some 3.9% were active at least once.
